# FBPA Giardia inh – inhibitors of Giardia lamblia fructose-1,6-bisphosphate aldolase. A8B2U2. purified Giardia FBPA. Potency, µM (top dose mostly 59.6 µM), for the others: top-dose activity, negative = inhibition, usual class: inhibitors. actives 0.71% (n = 290,000). AID 2451; further: potency means the concentration at half of the fitted maximal effect; on the % scale 0 is the no-effect control and ±100 the full control effect; nearly all actives have a fitted effect of over 55% in size
# Target sequence (A8B2U2 whole entry, looked up): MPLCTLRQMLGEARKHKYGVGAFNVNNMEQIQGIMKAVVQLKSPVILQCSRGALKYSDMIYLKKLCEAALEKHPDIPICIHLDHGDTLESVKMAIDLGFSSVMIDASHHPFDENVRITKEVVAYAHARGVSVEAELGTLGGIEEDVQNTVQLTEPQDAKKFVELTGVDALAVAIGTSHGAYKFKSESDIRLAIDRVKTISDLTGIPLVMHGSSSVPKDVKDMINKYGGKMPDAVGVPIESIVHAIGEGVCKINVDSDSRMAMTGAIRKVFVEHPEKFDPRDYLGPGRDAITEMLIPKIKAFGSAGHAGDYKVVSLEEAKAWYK
#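 40 nM FBPA preincubated 10 min at RT with compound (up to 57.5 uM final), then substrate plus GAPDH/TPI/NAD/arsenate coupling and diaphorase/resazurin added. Fluorescence read after 20 min at RT, 525/598 nm.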
# Pf growth 48h – P. falciparum growth inhibition at 48 hours (one generation) | AID 504832 | P. falciparum luciferase growth in erythrocytes, 48 h | actives 5.9% (n = 310,000) | Potency, µM (highest dose often 28.7 µM), inactives show top-dose activity change, negative = inhibition, hits mostly inhibitors; further: potency means the concentration at half of the fitted maximal effect; on the % scale 0 is the no-effect control and ±100 the full control effect
#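 Luciferase-expressing parasites in RBCs, 2% Hct / 0.1% parasitemia final; RPMI 1640 + 0.5% Albumax; 37 C, 5% CO2, one generation; luminescence read-out, lower signal = inhibition.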
# Shiga toxin inh – Shiga toxin inhibition; Vero cells, Shiga toxin protein synthesis inhibition reporter; inhibition, % at 38.7 µM; actives 9.2% (n = 290,000); in the data active means inhibition mostly above about 28%, no sharp cut-off; inactive means mostly below about 43%; further: 0% is about no effect
# Cycloheximide cs – counter-screen hit for Shiga toxin inhibitors, cycloheximide | cell reporter, cycloheximide protein synthesis inhibition counterscreen | max response, % | actives 12% (n = 300,000); in the data active means max response mostly above about 13%, no sharp cut-off; inactive means mostly below about 14%; further: read at 38.3 µM for the half of the compounds with a filed dose; 0% is about no effect
# Sm TGR block – inhibitors of Schistosoma mansoni thioredoxin glutathione reductase; Q962Y6; purified TGR, DTNB reduction, TNB absorbance 405 nm; Potency, µM (doses to about 114 µM), for the others: at the highest dose activity change, negative = inhibition, most hits filed as inhibitors; actives 3% (n = 360,000); AID 485364; further: potency means the concentration at half of the fitted maximal effect; on the % scale 0 is the no-effect control and ±100 the full control effect; nearly all actives have a fitted effect of over 60% in size
#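 Kinetic colorimetric format: TGR-catalysed, NADPH-driven DTNB reduction monitored via TNB absorbance. Enzyme dispensed at 20 nM; compound exposure 15 min at room temperature before reaction start.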
# Pf growth 96h – P. falciparum growth inhibition at 96 hours; AID 504834; Potency, µM (doses to about 28.7 µM), for the others: at the highest dose activity change, negative = inhibition, usual class: inhibitors; actives 6.9% (n = 320,000); P. falciparum luciferase reporter growth, 96 h; further: potency means the concentration at half of the fitted maximal effect; on the % scale 0 is the no-effect control and ±100 the full control effect
#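 Delayed-death screen, second-generation endpoint: infected erythrocytes, 2% hematocrit, 0.05% parasitemia final; 96 hours at 37 C, 5% CO2; luciferase detection reagent; luminescence decrease equals reduced growth.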
# * hit, by the source's call; ? = inconclusive; · = no result given; & = joins results of further samples; [ ] = dose if it differs, or a comment. Unless noted, the call rests on the fitted dose curve; in most records, active means well fitted curve in the direction sought with a large enough effect; inconclusive means small, poorly fitted or top-dose-only effect, or another doubt; inactive means no such curve, though single readings can be large; an effect the other way counts as inactive or inconclusive. Outcome played no part in choosing rows. Share with any hit: about 24%.
SMILES,FBPA Giardia inh,Pf growth 48h,Shiga toxin inh,Cycloheximide cs,Sm TGR block,Pf growth 96h
CC(NC(=O)CSc1ncccn1)c1ccc(Cl)cc1Cl (configuration not stated),3%,-14%,4,7,-5%,-3%
COc1cccc(C(=O)Nc2nc(-c3ccccc3)c(-c3ccccc3)o2)c1,9%,-24%,13,10,1%,-29%
CCCCN(C(=O)Cc1ccc2c(c1)OCCO2)c1c(N)n(CC(C)C)c(=O)[nH]c1=O,·,?,·,·,1%,?
CCC(C)c1c(O)nc(SCC(=O)N2CCCCC2)[nH]c1=O (configuration not stated),3%,-4%,-11,4,-2%,-1%
Cn1cnc(C(=O)N2CCN(c3ccccc3)CC2)c1C(=O)N1CCN(c2ccccc2)CC1,·,47%[activator],·,·,20µM*,40%[activator]
NC(=O)c1ccc(NC(=O)COC(=O)/C=C/c2ccc3c(c2)OCO3)cc1,2%,56%[activator],66*,26*,5%,-9%
Cn1nnnc1SCC(=O)Nc1ccc(Br)cc1Cl,-2%,8%,16,8,28µM*,·
COc1cccc(-c2nc(CS(=O)(=O)CC(=O)Nc3cc(F)ccc3F)c(C)o2)c1,·,12%,-10,2,-16%&-3%,16%
N/C(=N\OC(=O)c1cccs1)c1cccc([N+](=O)[O-])c1,-9%,219%[activator],85*,36*,-21%,130%[activator]
Cc1ccc(NC(=O)c2cccs2)cc1S(=O)(=O)Nc1cccc(Cl)c1,5%,16%,-7,-2,-5%,5%
Cc1nc2nc(NC(=O)c3ccco3)[nH]n2c(=O)c1C,·,17%,-15,-11,-6%,?
COc1cccc(NC(=O)CN(Cc2ccccc2)S(C)(=O)=O)c1,2%,15%,39,-3,9%,33%[activator]
CCCc1cc(=O)n2[nH]c(NC(=O)c3ccco3)nc2n1,16µM*,22%,-6,-4,3%,?
Cc1ccc2c(COC(=O)C34CC5CC(CC(C5)C3)C4)cc(=O)oc2c1,6%,30%[activator],5,17,0%,86%[activator]
CC1CC(C)(C)CC2(C1)NC(=O)N(CC(=O)NCC(c1ccco1)N1CCCCC1)C2=O (configuration not stated),3%,-8%,-22,-4,?,·
C[C@H](C(=O)O)c1n[nH]c(=O)c2ccccc12,-3%,-1%,-16,-3,5%,-12%
CCOc1ccc(S(=O)(=O)Nc2ccc(C(=O)N/N=C(\C)c3ccc(-n4ccnc4)cc3)cc2)cc1,3%,·,13,6,-10%,?
COc1cccc(NC(=O)CN(c2ccc(C)cc2)S(=O)(=O)c2c(C)nn(C)c2C)c1,1%,?,-21,0,8%,53%[activator]
NC(=O)CC(NC(=O)c1ccc(Br)cc1)c1ccc(N2CCN(c3ccccn3)CC2)c([N+](=O)[O-])c1 (configuration not stated),0%,-7%,3,-2,0%,6%
C=CCNc1nc(-c2sc(NC(=O)CC)nc2C)cs1,?,?,96*,36*,-8%,-18%
COc1ccc(NC(=O)CSc2nc(-c3ccncc3)nn2CC(=O)N2CCCC2)cc1,-3%,2%,16,1,0%,?
Cc1ccc(-c2csc3nnc(SCC(=O)Nc4cccc(C)n4)n23)cc1,-2%,-29%,3,15,0%,0%
COc1cc(C2c3cc4c(cc3C(O[C@@H]3OC5COC(c6cccs6)OC5C(O)C3O)C3COC(=O)C23)OCO4)cc(OC)c1O (some centres not stated),-20%,0.54µM*,·,·,·,0.48µM*
Cc1ccc2c(c1)nnn2C1CCN(S(=O)(=O)c2ccc(C(=O)NC3CCCC3)cc2)CC1,10%,?,-3,1,-7%,·
CCOc1ccc2[nH]c3nc(SCC(=O)NCC4CCCO4)nnc3c2c1 (configuration not stated),-13%,-21%,1,3,-13%,?
O=C(c1ccc(=O)[nH]c1)N(Cc1ccco1)C1(C(=O)NC2CCCCC2)CCCCC1,-3%,-26%,-3,-2,-2%,·
C=Cc1ncc(OC)c2c1[nH]c1ccccc12,·,-20%,·,·,-1%,34%[activator]
O=C(CN1C(=O)NC(Cc2c[nH]c3ccccc23)C1=O)Nc1ccc(Br)cc1F (configuration not stated),·,?,·,·,-14%,-3%
Nc1ccc2nc(-c3ccc(-c4nc5ccc(N)cc5[nH]4)cc3)[nH]c2c1,-11%,12µM*,33,-3,-8%,2.3µM*
CC(=C\c1ccco1)/C=C(\C#N)C(=O)NCCc1c[nH]c2ccccc12,-14%,-3%,-3,0,?,-18%

# Some of these compounds in order of SMILES length, high to low:
SMILES,FBPA Giardia inh,Pf growth 48h,Shiga toxin inh,Cycloheximide cs,Sm TGR block,Pf growth 96h
COc1cc(C2c3cc4c(cc3C(O[C@@H]3OC5COC(c6cccs6)OC5C(O)C3O)C3COC(=O)C23)OCO4)cc(OC)c1O (some centres not stated),-20%,0.54µM*,·,·,·,0.48µM*
NC(=O)CC(NC(=O)c1ccc(Br)cc1)c1ccc(N2CCN(c3ccccn3)CC2)c([N+](=O)[O-])c1 (configuration not stated),0%,-7%,3,-2,0%,6%
CCOc1ccc(S(=O)(=O)Nc2ccc(C(=O)N/N=C(\C)c3ccc(-n4ccnc4)cc3)cc2)cc1,3%,·,13,6,-10%,?
Cc1ccc2c(c1)nnn2C1CCN(S(=O)(=O)c2ccc(C(=O)NC3CCCC3)cc2)CC1,10%,?,-3,1,-7%,·
COc1cccc(NC(=O)CN(c2ccc(C)cc2)S(=O)(=O)c2c(C)nn(C)c2C)c1,1%,?,-21,0,8%,53%[activator]
O=C(c1ccc(=O)[nH]c1)N(Cc1ccco1)C1(C(=O)NC2CCCCC2)CCCCC1,-3%,-26%,-3,-2,-2%,·
O=C(CN1C(=O)NC(Cc2c[nH]c3ccccc23)C1=O)Nc1ccc(Br)cc1F (configuration not stated),·,?,·,·,-14%,-3%
COc1ccc(NC(=O)CSc2nc(-c3ccncc3)nn2CC(=O)N2CCCC2)cc1,-3%,2%,16,1,0%,?
Nc1ccc2nc(-c3ccc(-c4nc5ccc(N)cc5[nH]4)cc3)[nH]c2c1,-11%,12µM*,33,-3,-8%,2.3µM*
CC(=C\c1ccco1)/C=C(\C#N)C(=O)NCCc1c[nH]c2ccccc12,-14%,-3%,-3,0,?,-18%
Cc1ccc(NC(=O)c2cccs2)cc1S(=O)(=O)Nc1cccc(Cl)c1,5%,16%,-7,-2,-5%,5%
Cc1ccc(-c2csc3nnc(SCC(=O)Nc4cccc(C)n4)n23)cc1,-2%,-29%,3,15,0%,0%
CCOc1ccc2[nH]c3nc(SCC(=O)NCC4CCCO4)nnc3c2c1 (configuration not stated),-13%,-21%,1,3,-13%,?
COc1cccc(NC(=O)CN(Cc2ccccc2)S(C)(=O)=O)c1,2%,15%,39,-3,9%,33%[activator]
CCCc1cc(=O)n2[nH]c(NC(=O)c3ccco3)nc2n1,16µM*,22%,-6,-4,3%,?
Cc1nc2nc(NC(=O)c3ccco3)[nH]n2c(=O)c1C,·,17%,-15,-11,-6%,?
C[C@H](C(=O)O)c1n[nH]c(=O)c2ccccc12,-3%,-1%,-16,-3,5%,-12%
C=CCNc1nc(-c2sc(NC(=O)CC)nc2C)cs1,?,?,96*,36*,-8%,-18%
C=Cc1ncc(OC)c2c1[nH]c1ccccc12,·,-20%,·,·,-1%,34%[activator]

# Next part
SMILES,FBPA Giardia inh,Pf growth 48h,Shiga toxin inh,Cycloheximide cs,Sm TGR block,Pf growth 96h
Cc1cc(Br)ccc1NC(=O)CNC(=O)Cn1ncc(Cl)c(Cl)c1=O,-4%,11%,-6,0,1.4µM*,1%
COc1cc(Cl)c(C)cc1NC(=O)CCNC(=O)c1ccco1,·,-27%,-3,4,5%,1%
COc1ccccc1C(=O)CC(=O)c1ccccc1,-19%,19%,85*,68*,0%,?
CCC1=Nc2cc(C(=O)NCc3cccnc3)ccc2Sc2ccc(C)cc21,-10%,?,-14,0,-1%,?
COc1ccc(CNC(=O)c2cccc3c2C(=O)N(CC2CCCO2)C3)cc1 (configuration not stated),0%,23%,2,-3,-27%,26%
O=C(NCCc1nc2ccccc2n1CCCOc1ccc(Cl)cc1)C1CCCCC1,·,·,-3,10,0%,·
Cc1ccc(NC(=O)N2C3CCCC2CC(NC(=O)C(C)(C)C)C3)cc1 (configuration not stated),13%,-27%,3,3,7%,36%[activator]
COc1ccccc1CNC(=O)C(=O)NCC1OCCN1S(=O)(=O)c1ccc2c(c1)OCCO2 (configuration not stated),-2%,-17%,-12,-3,-4%,-31%
COCC(C)NC(=O)c1cccc([N+](=O)[O-])c1 (configuration not stated),1%,34%[activator],16,-1,17%,10%
CCc1cc(Cl)c(OC)c(C(=O)NC[C@@H]2CCCN2CC)c1O,-8%,·,1,-2,·,·
O=S(=O)(NC1CCCCCC1)c1ccc(Br)s1,-1%,4%,-1,-1,-17%,-78%
Cc1ccc(C(=O)COC(=O)c2ccc3c(c2)C(=O)N(c2cccc4ncccc24)C3=O)cc1,7%,1%,-2,1,-1%,-11%
CN1CC(=O)N(CC(=O)Nc2ccc(Cl)c(C(F)(F)F)c2)C1=O,1%,-12%,12,-4,3%,68%[activator]
CC(Nc1cc(N2CCN(S(C)(=O)=O)CC2)ccc1[N+](=O)[O-])c1ccccc1 (configuration not stated),-29%,?,-11,-3,-12%,-5%
Cc1nc(-c2ccc(Cl)cc2)sc1C(=O)NN,-1%,?,-18,1,2%,?
CCC(=O)c1ccc2c(c1)N(CCCN(C)C)c1ccccc1S2,-3%,?,·,·,·,?
COc1cc(OC)cc(C2=Nn3c(nnc3-c3ccccc3OC)SC2)c1,-21%,·,-2,-6,·,·
O=C(NCc1ccc2c(c1)OCO2)C1CC(=O)N(CCc2ccc(Cl)cc2)C1 (configuration not stated),·,-2%,9,-3,1%,0%
COc1ccc(NC(=O)Cc2c(C)n(C(=O)c3ccc(Cl)cc3)c3ccc(OC)cc23)cc1,1%,?,28,13,-15%,3.3µM*
CC(=O)c1ccc(N=Nc2ccc(N(C)C)cc2)cc1,9%,·,97*,41*,-2%,174%[activator]
CN1CCCN(S(=O)(=O)c2ccc3c(c2)OCCO3)CC1,-5%,-25%,-5,1,?,-1%
CCC(NC(=S)NCc1ccc(F)cc1)c1ccc(C)cc1 (configuration not stated),10%,9.3µM*,35,1,2%,10µM*
CCC(C)(C)n1nnnc1CN1CCC(c2nc3ccc(C)cc3[nH]2)CC1,0%,·,-4,-2,-15%,34%[activator]
COc1cc(/C=N/n2c(SC)nnc(C(C)(C)C)c2=O)ccc1O,2%,2%,-12,-8,-25%,18%
CS(=O)(=O)c1nc(S(=O)(=O)c2ccc(Cl)cc2)c(N2CCC(O)CC2)s1,·,-9%,10,-2,-18%,13%
CC1=C(C(=O)OC(C)C)C(C)C(C(=O)OC(C)C)=C(C)N1,-2%,?,27,-3,0%,·
C1=C(c2c[nH]c3ccccc23)CCNC1,-19%,9.3µM*,-3,-1,-2%,6%
Cc1nc2ccccc2c2c1C(=O)N(CCC1=CCCCC1)C2=O,0%,-1%,-4,-2,5%,?
CCCCOc1ccc(C(C)(O)CCN2CCOCC2)cc1 (configuration not stated),-10%,16%,26,-1,13%,?
Cc1cc(C(=O)NNC(=O)c2cccc(N(C)C)c2)c(C)o1,·,17%,21,-4,5%,25%
CCN(CC)CCCN1C=C2C(=O)C(C)(OC(=O)C3CCCC3)C(=O)C(c3ccccc3)=C2C=C1CCCC(=O)OC (configuration not stated),?,?,-1,-2,?,?
C=CCN=C1NN=C(c2ccc3c(c2)OCCO3)CS1,-24%,44%[activator],41*,21*,-14%,8%
O=C(Cn1ncc(Cl)c(Cl)c1=O)N1CCN(Cc2ccccc2)CC1,1%,?,-20,-4,8.9µM*,?
